High-throughput results: PubChem BioAssay, several laboratories
GPR7 antag: antagonists of human GPR7 (neuropeptides B/W receptor 1); GPR7-expressing cells, fluorescence antagonist assay; inhibition, % at 4.4 µM; 290,000 compounds, 1.1% hits; AID 1861; in the data active = inhibition above about 16%, passing the limit was not always enough;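 note: cells stimulated with the agonist NPW; 0% = agonist with vehicle and 100% = vehicle without agonist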
MEKK2mut PB1 HTS: signal of MEK5 binding to mutant human MEKK2 PB1 domain; bead flow cytometry, Alexa488-MEK5 binding to MEKK2 mutant; percent response, % at 10 µM; 290,000 compounds, 0.35% hits; AID 1530; in the data active = percent response above about 24%, passing the limit was not always enough; note: inactives centre near 1; some results filed as inactive read as strong as hits; reference of the scale not given here
MEKK2wt PB1 HTS: raises or lowers MEK5 binding to wildtype human MEKK2 PB1 domain; bead flow cytometry, Alexa488-MEK5 binding to MEKK2 WT; actives lie on both sides; binding response (% of control), % at 10 µM; 290,000 compounds, 1.1% hits; AID 1531; in the data active = binding response below about 67% or above about 130%
NALP1 yeast inh: blocks the NALP1 inflammasome reconstituted in yeast; 280,000 compounds, 0.61% hits; S. cerevisiae NALP1/ASC/caspase-1 growth, X-gal OD620, 72 h; inhibition, % at 10 µM; in the data active = inhibition mostly above about 24%, no sharp cut-off; inactive = mostly below about 32%; note: some compounds called inactive have numbers as strong as hits
OXTR agonist: human OXTR agonism. CHO-OTR cells, Fluo-8 calcium fluorescence; normalized: DMSO 0%, oxytocin 100%. activation, % at 3 µM. 320,000 compounds, 0.32% hits. AID 2435;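 active = activation above the mean of all tested compounds plus 3 SD, cutoff set per screening run, cut at about 20% in these data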;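 note: peak over basal fluorescence ratio from a 100 s FLIPR kinetic read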
M18AAP inhibitor: PfM18AAP enzyme inhibition | recombinant PfM18AAP, H-Glu-NHMec fluorogenic cleavage | inhibition, % at 7.35 µM | 290,000 compounds, 1.2% hits | AID 1822;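 active = inhibition above the campaign mean inhibition over all tested compounds plus 3 SD, cut at about 28% in these data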;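 note: 0% = plate median of test compound wells and 100% = 2 mM ZnCl2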
DNA FID counter: displaces DNA intercalator in HCV helicase counter-screen; DNA fluorescent intercalator displacement, fluorescence; inhibition, % at 7.9 µM; 290,000 compounds, 0.17% hits; AID 1845; in the data active = inhibition above about 37%;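 note: 0% = vehicle and 100% = reference compound; higher means more ethidium bromide displaced from hairpin DNA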
MEKK3 PB1 HTS: modulators (inhibitors or enhancers) of MEK5 binding to human MEKK3 PB1 domain | AID 1529 | bead-based flow cytometry, Alexa488-MEK5 binding to MEKK3; actives lie on both sides; 0 = blocked by unlabeled MEK5, 100 = vehicle | binding response (% of control), % at 10 µM | 290,000 compounds, 1.4% hits;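 active = binding response more than 3 SD above or below the average of its plate-row segment, actives on both sides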;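 note: Alexa488 bead fluorescence after subtracting the streptavidin-only scavenger bead signal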
Target sequence (Q99759 whole entry, looked up, the tested form may be a part): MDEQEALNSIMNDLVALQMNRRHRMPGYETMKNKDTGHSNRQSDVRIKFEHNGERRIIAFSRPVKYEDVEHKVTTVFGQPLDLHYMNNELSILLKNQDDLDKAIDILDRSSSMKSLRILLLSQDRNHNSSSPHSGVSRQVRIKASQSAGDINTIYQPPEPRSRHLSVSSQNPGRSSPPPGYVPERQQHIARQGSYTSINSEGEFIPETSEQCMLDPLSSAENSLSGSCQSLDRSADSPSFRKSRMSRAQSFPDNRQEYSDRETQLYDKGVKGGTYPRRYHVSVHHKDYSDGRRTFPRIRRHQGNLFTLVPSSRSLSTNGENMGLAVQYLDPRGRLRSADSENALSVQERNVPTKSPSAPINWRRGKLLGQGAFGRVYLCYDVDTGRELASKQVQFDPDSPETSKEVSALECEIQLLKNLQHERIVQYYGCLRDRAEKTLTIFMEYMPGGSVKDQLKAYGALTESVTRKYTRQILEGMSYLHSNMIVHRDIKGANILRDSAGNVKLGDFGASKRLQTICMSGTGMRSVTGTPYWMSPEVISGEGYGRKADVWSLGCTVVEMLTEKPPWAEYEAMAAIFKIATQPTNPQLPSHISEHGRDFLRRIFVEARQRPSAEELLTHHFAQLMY
PHOSPHO1 block: inhibitors of human PHOSPHO1 phosphatase | recombinant PHOSPHO1, absorbance phosphatase assay | Q8TCT1 | 290,000 compounds, 1.1% hits | inhibition, % at 13.3 µM | AID 1565; in the data active = inhibition above about 60%
Target sequence (Q8TCT1 whole entry, looked up): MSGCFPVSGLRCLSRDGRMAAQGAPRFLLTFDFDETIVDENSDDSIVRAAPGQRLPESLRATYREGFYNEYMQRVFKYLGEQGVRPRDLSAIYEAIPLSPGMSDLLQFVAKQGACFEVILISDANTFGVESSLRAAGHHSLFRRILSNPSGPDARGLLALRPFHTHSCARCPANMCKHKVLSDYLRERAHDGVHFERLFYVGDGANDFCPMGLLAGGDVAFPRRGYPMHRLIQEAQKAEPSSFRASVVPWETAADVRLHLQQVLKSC
* marks the source's active call; other numbers are inactive results; nt = not tested or not shown; [ ] = another dose, or the depositor's remark. The order is random; 6.2% or so of the library scored in one or more.

Sequence of screens – GPR7 antag	MEKK2mut PB1 HTS	MEKK2wt PB1 HTS	NALP1 yeast inh	OXTR agonist	M18AAP inhibitor	DNA FID counter	MEKK3 PB1 HTS	PHOSPHO1 block
- Cc1ccc(CN(Cc2ccccn2)C(=O)Nc2c(F)cccc2F)cc1
  -5	5	103	16	-1.8	1	-29	104	42
- N#Cc1c(-c2ccccc2)c(-c2ccccc2)nn(CC(=O)NNC(=O)Nc2ccccc2)c1=O
  7	nt	nt	-4	-0.4	0	-10	nt	19
- CC1CCCCC1NC(=O)CCNC(=O)N1CC(=O)Nc2ccccc21 (stereo unspecified)
  4	1	104	4	-0.6	-9	-16	100	22
- CC1(C)Cc2c(C#N)c(NCCN3CCOCC3)nc(-c3ccccc3)c2CO1
  -7	2	108	3	-0.4	0	-1	103	33
- O=C(Nc1nnc(COc2ccccc2)s1)Nc1ccccc1F
  -8	3	107	nt	0.4	-8	-4	104	13
- CCOC(=O)CCCNC(=O)CSc1nnc(-c2ccccc2)c(-c2ccccc2)n1
  8	2	101	8	-2.4	5	-34	103	43
- CCn1c(C)nc2cc(S(=O)(=O)C(F)(F)C(F)C(F)(F)F)ccc21 (stereo unspecified)
  -1	nt	nt	10	16	-1	-9	nt	30
- CNC(=O)c1ccc(Oc2ccc(C(=O)NC)cc2)cc1
  -5	9	114	10	0.4	-3	-3	113	21
- CS(=O)(=O)c1ccc(C(=O)OCc2nnc(-c3ccccc3)o2)cc1[N+](=O)[O-]
  15	-4	103	-13	nt	-7	-7	112	11
- Cc1ccc(NC(=O)CN2C(=O)C(C)Oc3ccccc32)nc1 (stereo unspecified)
  -3	4	106	3	0.3	-4	3	106	7
- S=c1[nH]nc(-c2ccco2)n1/N=C/c1ccccc1
  -7	-6	94	-18	-0.6	19	-11	96	44
- Cc1c(NC(=O)CN2CCN(c3cccc(Cl)c3)CC2)c(=O)n(-c2ccccc2)n1C
  2	-9	91	-6	-0.6	0	-20	96	28
- Cc1ccsc1C(=O)NCCc1nnc2ccccn12
  5	-1	98	22	1.0	-14	-3	100	36
- Cn1nccc1C(=O)N1CCN(c2ccc(F)cc2)CC1
  -1	5	108	-33	0.6	2	-1	113	30
- Cc1cc(C)c(O)c(C2(O)C(=O)c3ccccc3C2=O)c1
  -14	3	96	-5	4.1	10	-13	100	3
- COC(=O)c1cc(-c2ccc(OC)cc2F)nc2nc(SC)[nH]c(=O)c12
  -4	2	104	1	-1.9	1	-23	100	26
- CC(C)OC(=O)NS(=O)(=O)c1cccc([N+](=O)[O-])c1
  1	-2	99	-24	-0.2	-1	2	101	-30
- CC(=O)Nc1ccccc1C(=O)N1CC2(C)CC1CC(C)(C)C2 (stereo unspecified)
  -12	3	102	0	0.0	0	-8	98	9
- CCOC(=O)c1cnc2nc(C(F)(F)F)[nH]n2c1=O
  6	2	102	22	-0.6	5	5	99	36
- O=C(CS(=O)Cc1ccccc1Cl)Nc1ccccc1Cl (stereo unspecified)
  10	-20	73	-8	0.1	-2	-3	79	46

More records:
Sequence of screens – GPR7 antag	MEKK2mut PB1 HTS	MEKK2wt PB1 HTS	NALP1 yeast inh	OXTR agonist	M18AAP inhibitor	DNA FID counter	MEKK3 PB1 HTS	PHOSPHO1 block
- CCOc1ccc(/C=C/C(=O)N(CC)CC(=O)Nc2ccc3c(c2)OCCO3)cc1OCC
  -5	9	105	9	-0.9	2	-43	101	25
- CCC1=NC(c2ccccc2OC)N(O)C1(C)C (stereo unspecified)
  -4	4	104	13	0.1	-6	2	103	-5
- CC(=O)c1cc(C#N)c(N2CC(C)OC(C)C2)nc1C (stereo unspecified)
  1	-1	98	8	0.3	-1	-5	102	15
- Cc1ccc(NC(=O)C(C)NS(=O)(=O)c2ccc(F)cc2)cc1C (stereo unspecified)
  -6	5	103	-2	0.2	5	-8	100	16
- COc1ccc(C(=O)Nc2cc(OCc3ccccc3)c(Cl)cc2Cl)cc1
  -14	0	98	2	0.2	3	-1	102	24
- CC(=O)NC(C(=O)c1ccccc1)N1CCCCC1 (stereo unspecified)
  -4	-7	110	14	1.4	14	-6	108	24
- CCn1c(SCC(=O)Nc2nc(C)c(C)s2)nnc1-c1cccs1
  -17	3	103	8	0.8	-3	-30	107	3
- COc1cc(C=C2C(=O)c3ccccc3C2=O)cc(OC)c1
  -15	-9	91	nt	-2.1	-11	0	90	33
- COC(=O)CCC(=O)OC1(C)C(=O)C2=CN(CC3CC3)C(c3ccc(OC)cc3)=CC2=C(Br)C1=O (stereo unspecified)
  nt	-8	-10*	nt	0.6	nt	nt	93	31
- CCC1=Nc2ccc(Br)cc2C(c2ccccc2)N1CC(=O)OC (stereo unspecified)
  6	3	110	8	0.8	4	2	101	11
- COc1ccc(/C=C2\CCC/C(=C\C=N\N(C)C)C2=O)cc1
  -14	-4	96	3	2.9	13	-7	108	20
- N/C(CCN1CCCCC1)=N/O
  -15	9	106	-2	1.9	-11	1	106	-31
- COC(=O)c1cc(Br)c(=O)n(-c2cc(C)on2)c1
  -6	11	108	-20	-0.3	0	2	106	-8
- Cn1c(SCc2ccc(C#N)cc2)nnc1-c1ccccc1
  2	6	105	16	0.6	8	-10	101	31
- CCN1/C(=C\C=C2\C(=O)N(c3ccccc3)C(=S)N2C)Sc2ccccc21
  -13	-41	44*[inhibitor]	9	nt	1	1	75*[inhibitor]	-27
- COC(C(=O)NCc1ccccc1C)c1ccccc1 (stereo unspecified)
  -5	4	104	42	-1.4	-2	-6	105	2
- COC(=O)C(C)(C)ONC(=O)Nc1ccc(C)cc1
  -4	2	101	26	-1.5	-4	0	96	6
- Cc1nnn(C23CC4CC(CC(CC(=O)Nc5ccc(C)c(Cl)c5)(C4)C2)C3)n1
  -3	0	111	-22	-0.3	-8	-10	101	-4
- Cc1cc(C)c2c(=O)[nH]n(C(C)C)c2n1
  -7	3	101	2	0.0	0	4	99	-51
- CC(NC(=O)Cn1cc(Br)c([N+](=O)[O-])n1)c1ccccc1 (stereo unspecified)
  -9	6	106	0	-1.0	-2	4	106	25

An excerpt of these results, as tab-separated lines.
mol	GPR7 antag	MEKK2mut PB1 HTS	MEKK2wt PB1 HTS	NALP1 yeast inh	OXTR agonist	M18AAP inhibitor	DNA FID counter	MEKK3 PB1 HTS	PHOSPHO1 block
O=C(Nc1nnc(COc2ccccc2)s1)Nc1ccccc1F	-8	3	107	nt	0.4	-8	-4	104	13
COC(=O)c1cc(-c2ccc(OC)cc2F)nc2nc(SC)[nH]c(=O)c12	-4	2	104	1	-1.9	1	-23	100	26

(next part)
Sequence of screens – GPR7 antag	MEKK2mut PB1 HTS	MEKK2wt PB1 HTS	NALP1 yeast inh	OXTR agonist	M18AAP inhibitor	DNA FID counter	MEKK3 PB1 HTS	PHOSPHO1 block
- Cc1onc(-c2c(Cl)cccc2Cl)c1C(=O)N1CCCc2ccccc21
  -11	-6	94	-20	-2.3	-5	-24	93	13
- COc1cc(/C=N/Nc2ccccc2)ccc1O
  3	6	100	2	0.2	19	-3	103	1
- S=c1[nH]nc(COc2ccc(Cl)cc2)n1-c1ccccc1
  2	1	98	-6	1.8	6	-13	94	8
- CCOC(=O)C(Cc1ccc(Cl)cc1Cl)c1ccno1 (stereo unspecified)
  -9	0	99	9	-1.9	4	-13	101	13
- O=C(c1cccc(F)c1)N1CCN(c2cc(N3CCCCC3)c(F)cc2[N+](=O)[O-])CC1
  3	4	96	48	-1.1	-1	1	104	-4
- CCC(C)(C)NCC(=O)Nc1ccc(OC(F)(F)F)cc1
  -5	4	108	55	1.3	-3	5	102	7
- Cc1ccc(C2c3c(oc4ccccc4c3=O)C(=O)N2c2nncs2)cc1 (stereo unspecified)
  -10	0	97	nt	-1.2	2	-3	102	47
- CCSC1=NCCN1C(=O)Cc1ccc(-c2ccccc2)cc1
  10	-4	102	18	-0.2	-14	-15	106	6
- CCc1ccc(/C=C2\SC(N3CCOCC3)=NC2=O)cc1
  11	-3	96	35	-0.9	-12	-23	101	-11
- Cc1cc(C)cc(NC(=O)CSc2nnc(NC(=O)C3CC3)s2)c1
  -7	-1	97	13	0.5	2	-14	103	16
- Cc1oc(S(=O)(=O)N2CCCCC2)cc1NC(=O)Nc1ccc(Cl)cc1
  -5	5	113	14	8.5	-4	1	103	8
- O=S(=O)(NCc1cn2ccsc2n1)c1ccc(Oc2ccccc2)cc1
  9	-1	97	1	15	10	-16	96	28
- CCOC(=O)c1cc(C(=O)Nc2sc3c(c2C#N)CCCC3)nn1C
  -11	1	98	22	0.3	37*	-14	101	-9
- O=C(NCC(=O)N(c1cccnc1)C(C(=O)NC1CCCC1)c1ccco1)c1cccs1 (stereo unspecified)
  -7	nt	nt	9	-1.1	1	-7	nt	-11
- CC(C)CN1CCCC(N2CCN(c3cccc(Cl)c3)CC2)C1 (stereo unspecified)
  27*	-2	103	13	0.3	18	8	90	4
- COc1ccc(CCNC(=O)c2ccc(=O)[nH]c2)cc1
  -6	-3	104	8	-0.8	2	-4	110	0
- CCOC(=O)c1ccc(S(=O)(=O)N2CC(=O)Nc3ccccc32)cc1
  -1	0	99	7	2.3	0	-14	100	6
- CC(C)(C)C1CCc2c(sc(NC(=O)c3ccncc3)c2C(N)=O)C1 (stereo unspecified)
  -11	-1	96	31	-0.8	1	-11	104	-5
- COc1ccccc1NC(=S)NC(=O)C(C)(C)C
  -2	4	100	19	-2.1	2	-17	100	50
- COc1ccc(/C=N/NC(=O)c2ccco2)cc1COc1ccc(F)cc1
  -6	6	108	14	-0.4	5	-25	104	19

Later entries:
Sequence of screens – GPR7 antag	MEKK2mut PB1 HTS	MEKK2wt PB1 HTS	NALP1 yeast inh	OXTR agonist	M18AAP inhibitor	DNA FID counter	MEKK3 PB1 HTS	PHOSPHO1 block
- COc1ccccc1N(CC(=O)NC(C)(C)C)C(=O)CCC(=O)Nc1ccccn1
  -20	4	103	11	nt	-8	-28	105	24
- O=C(CSc1nc2cc(Cl)ccc2o1)NCCc1ccccc1
  -2	7	104	-4	0.6	20	-16	101	14
- CCOC(=O)/C(=C/Nc1ccccc1)[N+](=O)[O-]
  3	2	102	0	0.7	-2	-1	98	18
- COc1cc(OC)cc(-c2nnc(SCc3cccc(C(=O)O)c3)o2)c1
  -7	5	107	3	-1.0	3	-34	106	30
- COc1ccc(C(=O)Nc2ccc(S(=O)(=O)N3CCN(C)CC3)cc2)cc1[N+](=O)[O-]
  -5	5	111	16	1.2	2	29	104	41
- O=C(CN1C(=O)CSC1=O)N1CCc2ccccc2C1
  -5	1	101	7	-0.1	-2	-1	96	28
- O=C(O)Cc1ccc2sc(-c3ccccc3)nc2c1
  -5	-4	95	28	1.4	-2	-11	95	7
- CCNc1nc(NC(C)(C)C)nc(SC(C(C)=O)C(C)=O)n1
  -8	0	95	-4	-2.5	1	-9	102	12
- O=C(CSCc1ccccc1)N1CCN(S(=O)(=O)c2ccc(F)cc2)CC1
  -4	4	101	5	2.6	-27	-39	99	42
- NC(=O)COC(=O)c1cc(-c2ccco2)nc2ccccc12
  5	-5	94	7	0.2	0	-22	98	36
- CCN(CC)S(=O)(=O)c1ccc2nc(CCl)[nH]c2c1
  -2	-1	91	-2	-0.6	-3	-7	88	-11
- O=C(N/C(=C/c1cccnc1)C(=O)N1CCOCC1)c1ccccc1
  -2	-1	102	19	-0.4	-9	-3	99	8
- COc1cccc(-c2nc(NCC3CCCO3)c3ccccc3n2)c1O (stereo unspecified)
  -2	-4	89	9	-1.3	-3	-2	76	-15
- COc1ccccc1NC(=O)CSc1nnc2ccc(-c3cccnc3)nn12
  -4	190*	107	-12	-0.2	0	-9	118	46
- O=C(NNC(=O)c1ccccc1Cl)c1ccncc1
  -14	-1	98	-5	-0.1	0	-3	97	-27
- CN1CCN(C(=O)c2cccc(S(=O)(=O)N3CCCCC3)c2)CC1
  1	3	98	12	0.6	-3	-1	100	-6
- CCOC(=O)C1=C(C)NC(C)=C(C(=O)OCC)C1C1=COCCO1
  -6	1	104	-11	-1.3	2	-12	111	-2
